# human PMI inhibitors: MPI inhibition at elevated mannose 6-phosphate – biochemical, fluorescence intensity, high mannose 6-phosphate, primary screen (AID 1220). inhibition, % at 20 µM, or IC50 in µM where a hit was titrated. recombinant PMI enzyme, coupled fluorescence intensity; higher % means a stronger effect. hit rate 0.66% among 190,000
# SIAH1 antagonists: blockers of Siah-1 interaction with plectin peptide – biochemical, fluorescence polarization, rhodamine-plectin, uHTS, primary screen (AID 1817); Siah-1 / rhodamine-plectin peptide fluorescence polarization; higher % means a stronger effect; displacement, % at 20 µM, or IC50 in µM where a hit was titrated; hit rate 0.02% among 290,000;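 active = displacement of at least 50% at 20 µM, with a fluorescence ratio check between 0.3 and a set limit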;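 also: plate controls were Siah plus tracer with DMSO for no effect and tracer alone without Siah for full effect; strong numbers were not always called active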
# WT yeast gro inh: growth inhibition of WT yeast, mitochondrial fusion screen; mitochondrial fusion phenotypic screen, WT strain; inhibition, % at 10 µM; hit rate 2.1% among 190,000; AID 1362; in the data active = inhibition above about 58%; tested in S. cerevisiae
# TNAP activators: human TNAP enzyme activators, primary screen, biochemical, luminescent, no phosphate acceptor, uHTS (AID 1001); purified TNAP, luminescent activation assay, no phosphate acceptor; higher activation fold means a stronger effect; one-dose activation fold at 20 µM; EC50 in µM for titrated hits; hit rate 0.03% among 200,000; in the data active = activation fold from about 3, or a potency from the dose series; inactive = the rest, 99 in 100 with activation fold below about 1.6; also: many of its hits are not listed in these tables
# XIAP antagonists: small molecules displacing peptide from XIAP – biochemical, IAP family, fluorescence polarization (AID 1018); XIAP BIR domain, fluorescence polarization peptide displacement; higher % means a stronger effect; displacement, % at 20 µM, or IC50 in µM where a hit was titrated; hit rate 0.007% among 200,000; in the data active = displacement above about 50%; also: a part of the inactive calls stands beside numbers as strong as those of hits
# Myeloid diff 2: myeloid differentiation induction | ER-HoxA9 myeloid progenitors, lysozyme-GFP differentiation, flow cytometry | calls only at 10 µM | hit rate 1% among 360,000 | AID 624256;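 active = normalized GFP-positive differentiation at or above the plate's own cutoff, the solvent-only control mean plus 3 SD; inconclusive = no clear call, values can overlap the other calls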;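 also: cells exposed to compound for four days before flow analysis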
# RSV antiviral HEp-2: RSV antiviral activity via CPE protection, HEp-2 cells, primary 10 µM value included (AID 2391); HEp-2 cells, RSV-induced CPE inhibition; higher % means a stronger effect; one-dose CPE inhibition, % at 10 µM; IC50 in µM for titrated hits; hit rate 0.13% among 310,000; in the data active = a potency from the dose series; inconclusive = CPE inhibition mostly from about 23% at the one dose, without a potency; inactive = the rest, 99 in 100 with CPE inhibition below about 21%; also: strong numbers were not always called active
# human PMI inhibition: MPI enzyme activity inhibition – biochemical, fluorescence intensity, coupled assay, primary screen (AID 1209) | purified PMI enzyme, coupled fluorescence intensity; higher % means a stronger effect | inhibition, % at 20 µM; hits with a dose series show IC50 in µM | hit rate 0.42% among 190,000;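 also: plate controls were DMSO vehicle for no effect and wells lacking substrate for full effect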
# Salmonella PhoP GFP: PhoP-dependent GFP reporter repression – Salmonella Typhimurium, primary screen (AID 1863) | inhibition, % at 50 µM, or IC50 in µM where a hit was titrated | S. Typhimurium PhoP-regulated promoter GFP reporter, 4 h; higher % means a stronger effect | hit rate 0.16% among 300,000;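 active = inhibition over 29.93%, a cutoff 3 SD above the screen mean, later confirmed by dose response; inconclusive = inhibition over 29.93% but no dose response follow-up; inactive = inhibition at most 29.93% or unconfirmed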;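 also: 0% = low Mg2+ inducing control and 100% = high Mg2+ repressing control; strong numbers were not always called active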
# WT yeast gro inh mutant strain: second read-out of WT yeast gro inh, no call of its own (marks repeat the call); inhibition, %; mitochondrial fusion phenotypic screen, mutant strain inhibition
# Myeloid diff 2 GFP+ MAC1+ %: further read-out of Myeloid diff 2, marked with its call; GFP+ MAC1+ double positive, %; measured here: differentiation confirmed by MAC1 staining
# Numbers without * were called inactive; i = inactive; ? = inconclusive; . = no result given; + = active, no number. Rule as the data show it, unless noted: active = inhibition above about 50%; inactive = the rest. This is a random part of the collection; 3.1% or so of the library scored in one or more.
SMILES,human PMI inhibitors,SIAH1 antagonists,WT yeast gro inh,WT yeast gro inh mutant strain,TNAP activators,XIAP antagonists,Myeloid diff 2,Myeloid diff 2 GFP+ MAC1+ %,RSV antiviral HEp-2,human PMI inhibition,Salmonella PhoP GFP
COc1cccc(C(=O)Nc2ncc3c(n2)CC(C)CC3=O)c1 (stereo not given),9%,-5%,16,-7,1.1,-2.0%,i,0.7,2.3%,14%,9%
COc1ccc(N(CC(=O)N/N=C/c2cccnc2)S(=O)(=O)c2ccccc2)c(OC)c1,.,-4%,.,.,.,.,i,1.2,3.0%,.,-5%
Cc1ccc(/C(O)=C2/C(=O)C(=O)N(CC(=O)O)C2c2ccc([N+](=O)[O-])cc2)cc1 (stereo not given),.,5%,.,.,.,.,i,0.4,-2.1%,.,-6%
CCn1cnc2c(oc3ccccc32)c1=O,5%,-2%,16,20,1,-13%,i,0.6,1.9%,2%,10%
Clc1ccc(-c2csc(-c3cccnc3)n2)s1,.,17%,.,.,.,.,i,0.5,17%,.,-7%
Cc1ccc(C)c(N2CCN(C(=O)CCCn3ncn4c(cc5occc54)c3=O)CC2)c1,.,0%,.,.,.,.,i,0.0,21%,.,-1%
CSc1ccc(S(=O)(=O)Nc2ccccc2C(=O)N2CCOCC2)cc1,.,7%,.,.,.,.,i,0.3,1.0%,.,-6%
O=C(c1ccco1)N1CCN(C(=O)c2ccccc2OC(=O)C23CC4CC(CC(C4)C2)C3)CC1,8%,3%,48,11,1.1,-1.1%,.,.,.,9%,-10%
O=C(Nc1cccc(S(=O)(=O)N2CCCCC2)c1)c1ccc2c(=O)n3c(nc2c1)CCCCC3,-1%,0%,-11,3,1,-4.2%,i,3.2,20%,9%,-6%
Cc1cc(C)cc(NC(=O)CS(=O)(=O)c2cccc3nsnc23)c1,.,-4%,.,.,.,.,i,0.5,2.3%,.,-7%
CCc1ccc(C(=O)OCC(=O)NCCNC(=O)COC(=O)c2ccc(CC)cc2)cc1,.,2%,.,.,.,.,i,3.5,1.1%,.,8%
CC(=O)Nc1ccc(CN2CCN(CCc3ccccc3)C(CCO)C2)cc1 (stereo not given),10%,-1%,7,-1,1,-5.9%,i,0.5,0.9%,17%,-3%
NC(=S)N=Nc1c(O)n(CC(=O)Nc2ccccc2)c2ccccc12,.,0%,.,.,.,.,i,1.6,3.4%,.,18%
COc1ccc(OC)c(S(=O)(=O)N2CCC(C(=O)NCc3ccncc3)CC2)c1,.,10%,.,.,.,.,i,0.8,1.5%,.,3%
CCOC(=O)Nc1cc2c(C)cc(=O)oc2cc1C,2%,-2%,-9,-4,1,-6.5%,i,0.7,2.9%,8%,2%
COc1cc(NC(=O)CSc2nnnn2-c2ccccc2)cc(OC)c1OC,9%,7%,4,6,1.1,-2.1%,i,0.8,1.1%,7%,4%
CN(c1ccccc1)S(=O)(=O)c1ccc(NC(=O)C2CC2)cc1,.,4%,.,.,.,.,i,1.2,1.7%,.,6%
Cc1ccc(C(=O)N/C(=C\c2ccco2)C(=O)NCCCn2ccnc2)cc1C,11%,-8%,5,-4,1.1,1.4%,i,2.0,1.5%,13%,2%
C[C@@H](C(=O)NCCCCCC(=O)O)n1nnc2ccccc2c1=O,.,0%,.,.,.,.,i,0.9,1.8%,.,-3%
COc1cc(OC)c(OC)cc1/C=C1\SC(N2CCCCC2)=NC1=O,.,-2%,.,.,.,.,i,0.1,4.5%,.,-1%
Cc1cc(N)c(C)c([N+](=O)[O-])c1C,4%,1%,-3,5,1.2,-0.2%,i,0.5,3.4%,3%,2%
COCCn1c(=S)[nH]c2cc(OC)c(OC)cc2c1=O,7%,1%,-24,3,1.1,-6.4%,i,0.7,-0.5%,13%,-10%
CC1(C)CC(=O)c2cc(C(=O)NC3CCSC3=O)c(=O)n(-c3ccc(Cl)cc3)c2C1 (stereo not given),8%,3%,-3,-7,1.1,-0.3%,i,0.7,0.7%,2%,1%
COC(=O)c1c(-c2ccc(Br)cc2)noc1N,0%,-4%,-16,-16,1.1,-3.1%,i,0.4,8.5%,3%,14%
Clc1ccc(Cl)c(OCCCCNCc2ccccc2)c1,-9%,-9%,47,58,1.2,-3.4%,i,0.5,0.4%,-5%,123µM*
O=c1[nH]cnc2onc(-c3ccc(F)cc3)c12,.,3%,.,.,.,.,i,0.0,1.6%,.,-4%
Cc1ccc(N(CC2CO2)S(=O)(=O)c2ccccc2[N+](=O)[O-])cc1 (stereo not given),.,5%,.,.,.,.,i,3.9,1.1%,.,2%
CSCC(C)N1CCC(CO)(CCc2ccccc2)CC1 (stereo not given),14%,-1%,-15,4,1,-6.3%,i,0.7,-2.0%,16%,9%
COc1ccc(F)cc1S(=O)(=O)NC1CC(C)(C)NC(C)(C)C1,-5%,5%,39,33,1.1,-3.2%,i,0.9,0.8%,0%,-11%
O=C(NNS(=O)(=O)c1ccc(Br)cc1)C1CCCCC1,-1%,4%,-9,4,1.1,-6.5%,i,0.1,0.1%,-11%,1%
O=C(COC(=O)c1cncc(Br)c1)Nc1ccc2c(c1)OCO2,4%,1%,1,-37,1.1,-5.8%,i,0.1,0.9%,-5%,-8%
COc1cccc(NC(=O)CCNC(=O)N2CC(=O)Nc3ccccc32)c1,.,1%,.,.,.,.,i,1.4,4.1%,.,-9%
Cc1ccc(-c2nn(-c3ccccc3)cc2C=O)o1,-6%,-4%,11,17,1.1,-9.9%,i,0.3,?,-17%,-3%
COc1cccc(CNS(=O)(=O)/C=C/c2ccc(OC)c(OC)c2)c1,-9%,3%,-10,-5,1,-2.5%,i,0.3,1.0%,-11%,-3%
Cc1cc(C)n(CC(O)Cn2c(C)c(C)c3ccccc32)n1 (stereo not given),2%,5%,27,23,1.1,-1.8%,+,1.7*,-0.1%,7%,-1%
O=c1c(Cl)c(N2CCN(S(=O)(=O)c3ccc(F)cc3)CC2)cnn1-c1cccc(Cl)c1,-1%,-3%,15,0,1,-3.4%,i,0.7,2.7%,-6%,15%
O=C(OCc1nc2ccc(Cl)cc2n1CCO)c1ccc(O)cc1,17%,-2%,9,-11,1.2,0.5%,i,0.5,3.5%,21%,18%
Fc1cc(Br)cc(F)c1NC(=S)N1CCOCC1,.,2%,.,.,.,.,i,0.6,-0.6%,.,10%
Cc1csc2ncc(C(=O)Nc3ccc4c(c3)OCCO4)c(=O)n12,3%,-2%,16,-1,1.1,-4.1%,i,1.4,1.6%,12%,.
O=C(N/N=C/C=C\c1cccc([N+](=O)[O-])c1)c1ccccn1,0%,2%,0,10,1.4,-2.8%,i,0.1,0.2%,-1%,-1%
Cc1nnc(SCC(=O)Nc2ncc(S(=O)(=O)c3ccc([N+](=O)[O-])cc3)s2)s1,13%,8%,8,5,1.1,-1.7%,i,0.4,1.9%,-11%,-15%
CCC(C(=O)OC)(C(=O)OC)c1ccc([N+](=O)[O-])cc1,6%,2%,3,9,1,-3.6%,i,0.3,2.0%,8%,6%
COc1ccc(CNC(=O)CN(Cc2cccs2)C(=O)CCC(=O)Nc2ccccn2)cc1,-2%,-5%,-11,-4,1.1,3.4%,i,0.7,1.4%,-3%,10%
Clc1ccc(-c2nnc(SCc3cn4ccsc4n3)n2CC2CCCO2)cc1 (stereo not given),-4%,-2%,-18,-8,1.1,-6.8%,i,0.4,1.2%,-2%,-9%
COc1ccc(-c2noc(CCCC(=O)O)n2)cc1,4%,-2%,-8,-3,1.1,-4.7%,i,1.0,1.6%,1%,-4%
COc1cccc(CNc2ccc(F)c([N+](=O)[O-])c2)c1O,14%,-8%,-1,6,1,1.2%,i,0.2,1.3%,5%,2%
Cc1ccnc(NC2c3ccccc3C(=O)N2Cc2ccccc2Cl)c1 (stereo not given),20%,1%,0,5,1,-3.3%,i,2.4,0.0%,23%,3%

# Compound profiles (already shown). Order of screens: human PMI inhibitors | SIAH1 antagonists | WT yeast gro inh | WT yeast gro inh mutant strain | TNAP activators | XIAP antagonists | Myeloid diff 2 | Myeloid diff 2 GFP+ MAC1+ % | RSV antiviral HEp-2 | human PMI inhibition | Salmonella PhoP GFP
# COc1cccc(CNS(=O)(=O)/C=C/c2ccc(OC)c(OC)c2)c1 in the list: -9% | 3% | -10 | -5 | 1 | -2.5% | i | 0.3 | 1.0% | -11% | -3%
# CCC(C(=O)OC)(C(=O)OC)c1ccc([N+](=O)[O-])cc1 in the list: 6% | 2% | 3 | 9 | 1 | -3.6% | i | 0.3 | 2.0% | 8% | 6%

# Structures listed so far containing an aryl thioether with sulfur outside any ring (4):
SMILES,human PMI inhibitors,SIAH1 antagonists,WT yeast gro inh,WT yeast gro inh mutant strain,TNAP activators,XIAP antagonists,Myeloid diff 2,Myeloid diff 2 GFP+ MAC1+ %,RSV antiviral HEp-2,human PMI inhibition,Salmonella PhoP GFP
CSc1ccc(S(=O)(=O)Nc2ccccc2C(=O)N2CCOCC2)cc1,.,7%,.,.,.,.,i,0.3,1.0%,.,-6%
COc1cc(NC(=O)CSc2nnnn2-c2ccccc2)cc(OC)c1OC,9%,7%,4,6,1.1,-2.1%,i,0.8,1.1%,7%,4%
Cc1nnc(SCC(=O)Nc2ncc(S(=O)(=O)c3ccc([N+](=O)[O-])cc3)s2)s1,13%,8%,8,5,1.1,-1.7%,i,0.4,1.9%,-11%,-15%
Clc1ccc(-c2nnc(SCc3cn4ccsc4n3)n2CC2CCCO2)cc1 (stereo not given),-4%,-2%,-18,-8,1.1,-6.8%,i,0.4,1.2%,-2%,-9%

# Rewritten bar-delimited: entries from further up.
Compound | human PMI inhibitors | SIAH1 antagonists | WT yeast gro inh | WT yeast gro inh mutant strain | TNAP activators | XIAP antagonists | Myeloid diff 2 | Myeloid diff 2 GFP+ MAC1+ % | RSV antiviral HEp-2 | human PMI inhibition | Salmonella PhoP GFP
Fc1cc(Br)cc(F)c1NC(=S)N1CCOCC1 | . | 2% | . | . | . | . | i | 0.6 | -0.6% | . | 10%
Cc1csc2ncc(C(=O)Nc3ccc4c(c3)OCCO4)c(=O)n12 | 3% | -2% | 16 | -1 | 1.1 | -4.1% | i | 1.4 | 1.6% | 12% | .

# Bioassay records from PubChem BioAssay.
